Tau FP inhib: tau fibrillization inhibition (FP). Potency, µM (doses to about 57.7 µM), for inactives: top-dose activity, negative = inhibition, most hits filed as inhibitors. K18 P301L tau heparin fibrillization, Alexa594 FP, 6 h. 0.39% of 280,000 active. P10636. AID 1468; also: % is scaled to controls: 0 for no effect and ±100 for the full control effect; nearly all actives have a fitted effect of over 55% in size
Target sequence (P10636 561-689 P618L limits assumed): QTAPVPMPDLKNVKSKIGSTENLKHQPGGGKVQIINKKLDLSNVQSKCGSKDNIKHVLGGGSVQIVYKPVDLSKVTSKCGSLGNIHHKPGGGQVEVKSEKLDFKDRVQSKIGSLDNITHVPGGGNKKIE
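Read-out: fluorescence polarization of Alexa 594-labeled tau (0.24 uM), 555 nm excitation, 632 nm emission. Mixtures held 15 uM unlabeled K18 P301L, compound and 20 uM heparin, pH 7 acetate buffer, incubated 6 hr at 37 C.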
TR SRC2 fluor cs: alters Texas Red total fluorescence, flagging assay interference; TRb/SRC2 Texas Red total fluorescence interference; Potency, µM (highest dose often 106 µM), for inactives: top-dose fluorescence change, negative = quenching; 0.29% of 280,000 active; AID 1479; active = well fitted curve in either direction with a large enough effect; inconclusive = small, poorly fitted or top-dose-only effect; also: % is scaled to controls: 0 for no effect and ±100 for the full control effect
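Human TRb ligand-binding domain at 0.6 uM with 20 nM Texas Red SRC2 peptide in Tris buffer containing 1 uM T3 and 5% DMSO, incubated with compound 5 h at ambient temperature. Total fluorescence (555/632 nm) calculated as parallel + 2 × perpendicular.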
L3MBTL1 block: blocks human L3MBTL1; Q9Y468; AlphaScreen L3MBTL1–H3K9me1 peptide binding; Potency, µM (top dose mostly 57.1 µM), inactives show at the highest dose activity, negative = inhibition, usual class: inhibitors; 0.66% of 230,000 active; also: % is scaled to controls: 0 for no effect and ±100 for the full control effect; nearly all actives have a fitted effect of over 60% in size
Target sequence (Q9Y468 whole entry, looked up): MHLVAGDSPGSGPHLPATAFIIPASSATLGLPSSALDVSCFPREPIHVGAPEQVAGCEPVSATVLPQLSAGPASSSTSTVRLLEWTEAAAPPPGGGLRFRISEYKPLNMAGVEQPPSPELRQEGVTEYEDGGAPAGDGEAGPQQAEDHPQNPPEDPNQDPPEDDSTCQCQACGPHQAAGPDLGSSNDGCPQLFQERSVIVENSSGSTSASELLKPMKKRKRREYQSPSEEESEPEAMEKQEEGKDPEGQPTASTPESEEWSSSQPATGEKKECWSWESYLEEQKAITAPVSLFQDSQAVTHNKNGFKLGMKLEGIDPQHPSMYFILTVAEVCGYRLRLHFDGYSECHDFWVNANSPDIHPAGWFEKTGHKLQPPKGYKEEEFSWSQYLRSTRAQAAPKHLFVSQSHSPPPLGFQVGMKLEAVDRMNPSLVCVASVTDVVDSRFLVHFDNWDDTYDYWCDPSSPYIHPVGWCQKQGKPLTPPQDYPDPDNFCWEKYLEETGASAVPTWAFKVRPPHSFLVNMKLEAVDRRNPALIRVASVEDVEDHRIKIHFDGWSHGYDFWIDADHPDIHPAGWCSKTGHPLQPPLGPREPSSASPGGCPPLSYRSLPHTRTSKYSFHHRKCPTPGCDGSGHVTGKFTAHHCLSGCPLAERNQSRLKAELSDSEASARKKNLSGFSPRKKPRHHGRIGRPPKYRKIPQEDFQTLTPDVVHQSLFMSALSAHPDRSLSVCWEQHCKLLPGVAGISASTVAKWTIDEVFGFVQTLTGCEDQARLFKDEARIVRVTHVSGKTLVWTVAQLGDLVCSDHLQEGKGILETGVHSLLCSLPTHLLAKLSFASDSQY
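L3MBTL1 (50 nM) pre-complexed 30 min with biotinylated H3(1-15)K9me1 peptide (75 nM), then compounds added for 30 min at room temperature; AlphaScreen streptavidin donor/nickel chelate acceptor beads (10 ug/mL final) read after 30 min dark incubation.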
RECQ1 inh: blocks DNA unwinding by human RECQ1. P46063. RECQ1 DNA unwinding, red fluorescence kinetic read. Potency, µM (doses to about 57.3 µM), for the others: top-dose activity, negative = inhibition, actives largely listed as inhibitors. 0.54% of 240,000 active. AID 2549;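 also: plate controls were vehicle for no effect and no enzyme for full effect; nearly all actives have a fitted effect of over 30% in size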
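RECQ1T1 50 nM; forked duplex (20 bp + 30-nt ss tails) 200 nM, ATP 2 mM final; pH 8.0, 2 mM MgCl2, 2.5 ug/ml poly(dI-dC); 15 min compound preincubation; discontinuous kinetic read over 2 h at RT.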
Tau fluor counter: counter-screen for tau fibril formation inhibitors; tau K18 P301L Alexa594 fluorescence, heparin fibrillization; Potency, µM (doses to about 57.7 µM), for inactives: top-dose activity change, negative = decrease; 0.93% of 280,000 active; AID 1463; also: % is scaled to controls: 0 for no effect and ±100 for the full control effect; nearly all actives have a fitted effect of over 55% in size
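Human K18 P301L tau (15 uM unlabeled plus 0.24 uM Alexa 594-labeled, final) in 100 mM sodium acetate pH 7 was mixed with compound and 20 uM heparin and incubated 6 hr at 37 C.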
Tau fibril ThT: blocks human tau fibril formation measured by thioflavin T; P10636; recombinant tau K18 P301L (four-repeat tau fragment), heparin-induced fibrillization, ThT fluorescence; Potency, µM (highest dose often 57.4 µM), for inactives: top-dose activity, negative = inhibition, most hits filed as inhibitors; 2.1% of 270,000 active; also: % is scaled to controls: 0 for no effect and ±100 for the full control effect; nearly all actives have a fitted effect of over 55% in size
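Heparin-induced (20 uM) aggregation of recombinant human K18 P301L tau, 15 uM unlabeled with 0.24 uM labeled, pH 7 acetate buffer, 6 hr at 37 C with compound. Fibrils quantified by 30 uM ThT fluorescence after 1 hr ambient incubation.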
HTT cytoprotect: cytoprotection in Huntington HTT-Q103 PC12 cell model; PC12 HTT-Q103 induced, cytoprotection, ATP luminescence, 40 h; Potency, µM (series often up to 56.4 µM), for the others: cytoprotection (ATP increase), actives largely listed as activators; AID 1471; 0.14% of 230,000 active;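 also: % of control where 0% means no effect; nearly all actives have a fitted effect of over 45% in size; toxic huntingtin expression switched on by the ecdysone agonist tebufenozide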
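Quantitative HTS on tebufenozide-induced (100 nM) PC12 cells expressing HTTQ103 exon 1–GFP; compounds tested as a concentration series; survival measured via cellular ATP.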
TRb-SRC2 inh: inhibitors of human thyroid hormone receptor beta-SRC2 interaction. P10828. TRbeta-SRC2 peptide binding, fluorescence polarization; receptor liganded with 1 µM T3. Potency, µM (doses to about 106 µM), inactives show at the highest dose activity change, negative = inhibition, actives largely listed as inhibitors. 0.065% of 280,000 active;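 also: plate controls were bound peptide for no effect and peptide without receptor for full effect; nearly all actives have a fitted effect of over 50% in size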
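Fluorescence polarization of 20 nM Texas Red SRC2 peptide (20-aa NR interaction domain) bound to 0.6 uM human TRb ligand-binding domain, with 1 uM T3, after 5 hr at ambient temperature; inhibition seen as decreased polarization.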
* = called active by the depositor; i = inactive; ? = inconclusive; · = no result given; [ ] = another dose, or the depositor's remark. Unless noted, calls follow the shape of the dose curve; as a rule, active = well fitted curve in the direction sought with a large enough effect; inconclusive = small, poorly fitted or top-dose-only effect, or another doubt; inactive = no such curve, though single readings can be large; an effect the other way counts as inactive or inconclusive. Potency is read from the fitted curve at half-maximal effect. The list is partial; count on the stated rates, not on these rows.

SMILES	Tau FP inhib	TR SRC2 fluor cs	L3MBTL1 block	RECQ1 inh	Tau fluor counter	Tau fibril ThT	HTT cytoprotect	TRb-SRC2 inh
Cc1ccc(C(=O)c2cc3c(cc2[N+](=O)[O-])OCCO3)cc1	?	0%	-24%	i	?	-8%	5%[10 µM]	-7%
O=C(Nc1cccc(F)c1)c1cc(S(=O)(=O)N2CCC3(CC2)OCCO3)ccc1F	1%	-1%	·	i	-14%	4%	-53%	4%
Cc1cc(Br)ccc1NC(=S)Nc1cccc([N+](=O)[O-])c1	1%	-2%	-7%	-11%	?	?	4%[10 µM]	0%
COc1cc([N+](=O)[O-])ccc1-c1ccc(/C=N/NC(=O)OC(C)(C)C)o1	-5%	2%	6%	-2%	-15%	?	-5%[10 µM]	-9%
CCO[C@H]1OC(C(=O)N2CCOCC2)=C[C@@H](c2ccc3c(c2)OCO3)[C@@H]1CCCO	1%	0%	12%	i	4%	1%	-1%[10 µM]	0%
CC1C/C(=C/c2ccncc2)C(=O)/C(=C/c2ccncc2)C1 (configuration not stated)	?	2%	·	-12%	-22%	8.9µM*	-15%	-7%
COCc1nnc(NC(=O)CCCCCN2C(=O)c3ccccc3C2=O)s1	1%	0%	-2%	-15%	1%	3%	15%[0.074 µM]	-8%
N#CC1=C(N2CCOCC2)/C(=C\c2ccccc2)CC1	10%	3%	29%	-7%	1%	-4%	7%[10 µM]	8%
CCOc1cc(S(=O)(=O)Nc2cc(C)cc(C)c2)ccc1Cl	-1%	-1%	·	-9%	?	-18%	30%	6%
CCC(=O)NC(=S)Nc1ccc(NC(=O)COc2ccc(Cl)cc2Cl)cc1	1%	0%	5%	16%	-22%	-21%	8%	4%
CCC(=O)N1CCN(c2cc(NCC3CCCO3)c(F)cc2[N+](=O)[O-])CC1 (configuration not stated)	2%	-4%	·	2%	-9%	?	-23%	0%
Cc1ccc(S(=O)(=O)NC(=O)NCCCCNC(=O)NS(=O)(=O)c2ccc(C)cc2)cc1	-2%	7%	·	-6%	-5%	-10%	-7%	1%

An excerpt of these results, as comma-separated lines.
Compound,Tau FP inhib,TR SRC2 fluor cs,L3MBTL1 block,RECQ1 inh,Tau fluor counter,Tau fibril ThT,HTT cytoprotect,TRb-SRC2 inh
O=C(Nc1cccc(F)c1)c1cc(S(=O)(=O)N2CCC3(CC2)OCCO3)ccc1F,1%,-1%,·,i,-14%,4%,-53%,4%
Cc1cc(Br)ccc1NC(=S)Nc1cccc([N+](=O)[O-])c1,1%,-2%,-7%,-11%,?,?,4%[10 µM],0%
COc1cc([N+](=O)[O-])ccc1-c1ccc(/C=N/NC(=O)OC(C)(C)C)o1,-5%,2%,6%,-2%,-15%,?,-5%[10 µM],-9%
CCO[C@H]1OC(C(=O)N2CCOCC2)=C[C@@H](c2ccc3c(c2)OCO3)[C@@H]1CCCO,1%,0%,12%,i,4%,1%,-1%[10 µM],0%
CC1C/C(=C/c2ccncc2)C(=O)/C(=C/c2ccncc2)C1 (configuration not stated),?,2%,·,-12%,-22%,8.9µM*,-15%,-7%
COCc1nnc(NC(=O)CCCCCN2C(=O)c3ccccc3C2=O)s1,1%,0%,-2%,-15%,1%,3%,15%[0.074 µM],-8%
N#CC1=C(N2CCOCC2)/C(=C\c2ccccc2)CC1,10%,3%,29%,-7%,1%,-4%,7%[10 µM],8%
CCOc1cc(S(=O)(=O)Nc2cc(C)cc(C)c2)ccc1Cl,-1%,-1%,·,-9%,?,-18%,30%,6%
CCC(=O)NC(=S)Nc1ccc(NC(=O)COc2ccc(Cl)cc2Cl)cc1,1%,0%,5%,16%,-22%,-21%,8%,4%
CCC(=O)N1CCN(c2cc(NCC3CCCO3)c(F)cc2[N+](=O)[O-])CC1 (configuration not stated),2%,-4%,·,2%,-9%,?,-23%,0%
Cc1ccc(S(=O)(=O)NC(=O)NCCCCNC(=O)NS(=O)(=O)c2ccc(C)cc2)cc1,-2%,7%,·,-6%,-5%,-10%,-7%,1%

(more compounds)
SMILES	Tau FP inhib	TR SRC2 fluor cs	L3MBTL1 block	RECQ1 inh	Tau fluor counter	Tau fibril ThT	HTT cytoprotect	TRb-SRC2 inh
O=C(N/N=C/C1CC=CCC1)c1ccccc1O (configuration not stated)	-12%	-1%	-3%	i	-5%	-14%	-4%	-2%
NC(=O)C1CCN(C(=O)c2ccc3c(c2)N(Cc2cccc(Cl)c2)C(=O)c2ccccc2S3=O)CC1 (configuration not stated)	0%	-2%	·	·	-2%	-4%	·	4%
CC1=C(C(=O)N(C)C)C(c2cccc(Cl)c2)NC(=O)N1 (configuration not stated)	-7%	1%	·	i	-2%	-1%	-4%[10 µM]	-6%
N#CC1=C(SCc2ccccc2)NC(=O)C(C#N)C12CCCC2 (configuration not stated)	-4%	0%	-3%	-3%	-21%	-19%	-13%[10 µM]	-3%
CCCCNC(=S)N1CCn2cccc2C1c1ccc(F)cc1 (configuration not stated)	-5%	-2%	29%	-11%	?	-8%	-22%	-2%
CCNc1nc(NC(C)C)nc(Oc2ccc(=O)n(C)n2)n1	-3%	-5%	10%	i	2%	-4%	8%[10 µM]	-3%
CCn1nnc2cc(C(=O)Nc3cccc(Cl)c3)ccc21	-7%	-2%	·	·	-5%	6%	·	-3%
CCc1nc(C)cn1S(=O)(=O)c1cc(Cl)c(OC)cc1Cl	-6%	-4%	-2%	i	-10%	0%	-5%	-3%
CCSc1ccc(C(=O)Nc2ccc(Br)cn2)cc1[N+](=O)[O-]	-3%	-3%	·	0%	-28%	?	-167%[inhibitor]	7%
CN(C)C=NC(=O)c1ccc([N+](=O)[O-])c(CS(=O)(=O)c2ccc(Cl)cc2)c1	9%	-3%	-4%	-10%	-26%	-16%	-21%	-1%
COc1cc2ncnc(NCc3cccc(Cl)c3)c2cc1OC	-10%	-5%	-5%	0%	-7%	-1%	-77%[inhibitor]	2%
O=C(CCn1c2c(c3ccccc31)CCCC2)NNC(=O)c1ccc([N+](=O)[O-])cc1	?	0%	-1%	-6%	?	?	21%[10 µM]	-14%
Cc1ccc(CN2C(=O)CCC2C(=O)NC2CC2)cc1 (configuration not stated)	4%	-5%	?	8%	6%	9%	24%	2%
COc1ccc(N2CCN(C(=O)c3ccc(C)cc3Cl)CC2)cc1	6%	0%	·	i	-9%	-20%	-28%	-8%
CCCN1C2CCCC1CC(NC(=S)Nc1cccc(C)c1C)C2 (configuration not stated)	-5%	-1%	·	-3%	-2%	-5%	-3%[10 µM]	-2%
CCOc1ccc(N(Cc2cc3cc(OC)ccc3[nH]c2=O)S(C)(=O)=O)cc1	-5%	-4%	-6%	6%	-10%	-11%	-7%[0.074 µM]	1%
Cc1ccc(S(=O)(=O)N2CCCCC2)cc1NC(=O)COC(=O)Cc1ccc(Cl)cc1	0%	-1%	22%	-4%	0%	2%	1%[10 µM]	-10%
CC1(C)CC(=O)C(C=Nc2ccc(O)c(N=CC3=C(O)CC(C)(C)CC3=O)c2)=C(O)C1	?	0%	8%	i	?	4µM*	19%[10 µM]	1%
Cc1c(C#N)c(NC(=O)C(C)C)n(Cc2ccccc2)c1C	0%	-1%	-2%	-2%	3%	-2%	0%	-5%
CCCC(=O)N1CCN(c2nc3ccc(F)cc3s2)CC1	1%	0%	·	·	7%	?	·	0%
COc1ccc(-c2cn(-c3ccc(OC)cc3)c(=S)[nH]2)cc1	4%	-2%	-3%	-2%	5%	7%	-11%[10 µM]	-1%
CCn1c(SC)nnc1-c1nnc(SC)n1CC	0%	0%	12%	11%	6%	10%	2%[0.074 µM]	4%
C[C@@H]1CC[C@@]2(OC1)OC1CC3C4CC=C5CC(O)CCC5(C)C4CCC3(C)C1[C@@H]2C (some centres not stated)	?	-2%	·	-13%	-13%	-9%	-46%[inhibitor]	0%
Cc1ccc(C)c(N2CCN(S(=O)(=O)c3cc(Br)cc4c3N(C(=O)C3CC3)CC4)CC2)c1	-4%	1%	·	·	-20%	-12%	·	4%
Cc1ccc(N2CC(NC(=O)C3CCCC3)CC2=O)cc1 (configuration not stated)	-10%	-1%	·	·	-3%	-3%	·	-1%
N/C(=N\N=C\c1ccnc2ccccc12)SC1CC(=O)N(c2ccc(Br)cc2)C1=O (configuration not stated)	?	-4%	-2%	0%	-19%	-17%	-18%[10 µM]	2%
O=C(NCc1ccc2c(c1)OCO2)c1ccc2c(c1)N(Cc1ccccc1F)C(=O)c1ccccc1S2	-5%	-1%	·	·	-19%	1%	·	-4%
COc1ccccc1C(=O)Nc1cccc(C(=O)OCc2cc(=O)n3ccsc3n2)c1	-15%	-2%	·	·	-10%	?	·	-7%
CC(=O)Nc1ccc(NC(C)=O)s1	-4%	-1%	·	6%	0%	-6%	10%	-17%

Assay outcomes (PubChem BioAssay)
